High-throughput results as filed in PubChem.
AT treatment = candidate therapy for ataxia-telangiectasia; […] A-T fibroblasts, KAP-1 phosphorylation AlphaLISA; neocarzinostatin DNA damage 30 min before lysis; Potency, µM (top dose mostly 57.5 µM), for the others: top-dose activation, usual class: activators; hit rate 0.19% among 320,000; note: potency is the fitted concentration of half-maximal effect; % of control where 0% means no effect; nearly all actives have a fitted effect of over 45% in size
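ATM-like activity read as KAP-1 phosphorylation via AlphaLISA donor/acceptor antibody pairs after lysis and 6 hr at 25C. Cells were ATM-null patient fibroblasts ([…], hTERT), dosed 60 min, then exposed to the DSB inducer NCS for 30 min.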
Mito fusion act = blocks mitochondrial division or promotes mitochondrial fusion; AID 485298; hit rate 0.23% among 320,000; Potency, µM (series often up to 46.1 µM), inactives show at the highest dose growth rescue (activation), most hits filed as activators; S. cerevisiae fusion-defective mutant growth rescue, CellTiterGlo 48 h;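 note: potency is the fitted concentration of half-maximal effect; % of control where 0% means no effect; nearly all actives have a fitted effect of over 45% in size; temperature-sensitive fusion mutants such as fzo1-1 at 37 °C on non-fermentable ethanol glycerol medium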
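Compounds are tested for their ability to restore growth of mitochondrial fusion-defective yeast strains at non-permissive 37C in YPEG medium over 48 hours. Viability is quantified by luciferase luminescence.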
Eya2 inh = blocks the phosphatase activity of human Eya2; hit rate 0.006% among 330,000; Potency, µM (titrated, usually from 76.9 µM), without a hit: top-dose activity, negative = inhibition, actives largely listed as inhibitors; recombinant Eya2, OMFP fluorescence dephosphorylation (OMFP is methylfluorescein phosphate); O00167; note: potency is the fitted concentration of half-maximal effect; % is set by controls: 0 for no effect and ±100 for the full control effect
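Eya2 protein (added as 0.2 uM solution) was preincubated with compound for 10 min at ambient temperature in 50 mM HEPES pH 7.5, 50 mM NaCl, 5 uM MgCl2, 0.05% BSA, 1 mM DTT. OMFP (added at 50 uM) then reacted 10 min; fluorescence read at 485/525 nm.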
TCR act = T cell receptor activation | primary human leukocytes, anti-CD3, IL-2 HTRF, 48 h | Potency, µM (highest dose often 9.22 µM), for inactives: at the top dose activation of IL-2 secretion, most hits filed as activators | 330,000 tested, under 10 active | AID 504894; note: % of control where 0% means no effect
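Using a-CD3 beads without co-stimulation, primary human leukocytes were exposed to compounds for 48 hr. An HTRF IL-2 kit measured the cytokine, with europium-to-d2 energy transfer producing emission at 665nm upon 320nm excitation.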
ELG1 DNA repair = inhibitors of ELG1-dependent DNA repair in HEK293T cells. HEK293T ELG1-luciferase reporter, luminescence, 16 h; DNA damage induced by 5-fluorouridine. Potency, µM (series often up to 46.1 µM), for the others: at the highest dose activity change, negative = inhibition, actives largely listed as inhibitors. hit rate 2.3% among 330,000. AID 504467; note: potency is the fitted concentration of half-maximal effect; % is set by controls: 0 for no effect and ±100 for the full control effect; nearly all actives have a fitted effect of over 55% in size
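In this reporter screen, reduction of luminescence relative to DMSO vehicle indicated activity. Compounds and 5-fluorouridine were added together to 2,000 cells per well, incubated for 16 hr at 37 °C, then developed with ONE-Glo.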
TRPV1 agonist = activates the human vanilloid receptor TRPV1 | activation, % at 8.33 µM | hit rate 0.19% among 320,000 | Q8NER1 | TRPV1-expressing cells, Fluo-8 calcium influx, agonist mode; in the data active = activation above about 80%; inconclusive = between about 30% and that limit; note: 0% is about no effect
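Cells expressing TRPV1 were dye-loaded with Fluo-8 and read kinetically: 10 s baseline, 3 min after compound (agonist portion), then 2 min after EC20 capsaicin (allosteric enhancer portion). Calcium-bound dye fluorescence at 480/520 nm.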
USP2a inh = blocks human ubiquitin-specific protease USP2a. O75604. USP2 core, Ub-CHOP2 coupled fluorogenic reporter, 485/531. Potency, µM (titrated, usually from 38.3 µM), inactives show at the highest dose activity change, negative = inhibition, usual class: inhibitors. hit rate 0.01% among 330,000. AID 463254;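 note: potency is the fitted concentration of half-maximal effect; plate controls were DMSO wells for no effect and full inhibition by NEM control for full effect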
Target sequence (O75604 whole entry, looked up): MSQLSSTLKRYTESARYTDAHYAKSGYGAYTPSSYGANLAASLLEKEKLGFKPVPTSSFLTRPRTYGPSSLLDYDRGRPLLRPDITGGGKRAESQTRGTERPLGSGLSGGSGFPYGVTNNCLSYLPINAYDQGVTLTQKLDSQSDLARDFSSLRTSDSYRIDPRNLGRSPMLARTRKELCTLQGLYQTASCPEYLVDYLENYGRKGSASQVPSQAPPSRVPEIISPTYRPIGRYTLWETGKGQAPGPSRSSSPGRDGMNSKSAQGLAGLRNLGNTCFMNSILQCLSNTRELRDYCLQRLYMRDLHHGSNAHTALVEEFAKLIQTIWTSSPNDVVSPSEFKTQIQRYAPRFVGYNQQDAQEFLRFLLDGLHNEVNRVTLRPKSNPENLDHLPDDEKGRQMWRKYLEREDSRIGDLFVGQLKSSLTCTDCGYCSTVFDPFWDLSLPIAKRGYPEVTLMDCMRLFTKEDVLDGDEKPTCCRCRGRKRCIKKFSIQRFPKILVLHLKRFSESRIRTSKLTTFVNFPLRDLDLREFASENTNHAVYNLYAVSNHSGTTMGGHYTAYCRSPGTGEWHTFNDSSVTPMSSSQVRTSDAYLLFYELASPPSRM
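Deubiquitinase activity read as fluorescence (485/531 nm) after Ub-CHOP2 cleavage activates the enterokinase reporter on its substrate; USP2 core 10nM, Ub-CHOP2 and substrate 25nM each, 30min compound preincubation then 60min RT; data normalized to NEM, curves fitted.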
KCNH2 3.1 block = blocks the human KCNH2 3.1 channel isoform. AID 720553. activity change, % (tested at about 1.8 µM). hit rate 0.95% among 340,000. U2OS KCNH2 3.1, thallium flux FluxOr; hits give low values;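 active = maximum activity change below -70%; inconclusive = maximum activity change from -70% to -50%; inactive = maximum activity change above -50%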;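 note: thallium influx rate constant from kinetic fluorescence after stimulation buffer; % is set by controls: 0 for no effect and ±100 for the full control effect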
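FluxOr-based Tl+ influx in U2OS cells transduced with KCNH2 3.1 virus; rate constants normalized to DMSO controls.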
KCNH2 WT inh = blocks the wildtype human KCNH2 potassium channel; Q12809; U2OS, BacMam KCNH2, thallium flux FluxOr; hits give low values; activity change, % at 1.84 µM; hit rate 0.37% among 340,000; AID 720551;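 active = maximum activity change below -70%; inconclusive = maximum activity change between -70% and -50%; inactive = maximum activity change above -50%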; note: % is set by controls: 0 for no effect and ±100 for the full control effect
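U2OS cells were transduced with wild-type KCNH2 virus (2.03 x 10^8 / mL) for 4 h at room temperature, then cultured overnight at 37 C. Thallium flux was read with FluxOr dye. Rate constants were normalized to DMSO controls.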
TSHR antagonist = antagonists of human thyroid stimulating hormone receptor; P16473; TSHR-expressing cells, TSH-stimulated cAMP HTRF, 2 h; hits give low values; activity change, negative = inhibition, % at 11.5 µM; hit rate 0.2% among 330,000;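 active = activity change below a set negative limit, meaning inhibition stronger than a set level, cut at about -70% in these data; inconclusive = activity change between two set negative limits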; note: % is set by controls: 0 for no effect and ±100 for the full control effect
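Cell-based HTRF cAMP assay; TSHR cells + compound, TSH EC80 (4nM final), 2 h, 37 deg C. Lysis with anti-cAMP cryptate and cAMP-d2, 30 min RT, read 665/620 nm.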
Starred values were filed as active, the others as inactive; u = inconclusive; x = no result given; [ ] = another dose, or the depositor's remark. Unless noted, calls come from the whole dose curve; as a rule, active = well fitted curve in the direction sought with a large enough effect; inconclusive = small, poorly fitted or top-dose-only effect, or another doubt; inactive = no such curve, though single readings can be large; an effect the other way counts as inactive or inconclusive. Not all compounds are listed; rates above refer to the full screens.

#	structure	AT treatment	Mito fusion act	Eya2 inh	TCR act	ELG1 DNA repair	TRPV1 agonist	USP2a inh	KCNH2 3.1 block	KCNH2 WT inh	TSHR antagonist
1	Cc1nc(-c2cccc(NC(=O)c3ccc(-n4nccc4C)cc3)c2)cs1	1%	u	8%	3%	u	4	-2%	7	-10	-72*
2	COc1ccccc1C(=O)NNC(=O)C(=O)Nc1ccc(C)c(Cl)c1	-3%	17%	6%	0%	-4%	-3	2%	-5	-20	0
3	COC(=O)c1cc2c(ccn2-c2ccc(F)cc2)n1C(C)C	11%	-6%	13%	0%	4%	6	3%	3	2	-18
4	COc1c(N2CCN(C(=S)Nc3ccccc3F)C(C)C2)c(F)cc2c(=O)c(C(=O)O)cn(C3CC3)c12 (configuration not stated)	-7%	-10%	17%	2%	u	-3	1%	-1	-6	-28
5	O=[N+]([O-])c1cccc2c(N3CCCC3)ccnc12	5%	-6%	-7%	-1%	u	-4	1%	-27	3	-7
6	Cc1ccc(S(=O)(=O)NCC(=O)OCC(=O)NCc2ccc(F)cc2)cc1	9%	24%	-1%	2%	7%	-1	-1%	1	19	-10
7	O=C(N/N=C/c1ccc(F)cc1)c1cccc(NC(=O)c2ccc(F)cc2)c1	0%	-4%	-3%	-16%	-4%	1	-1%	-1	-5	9
8	CCn1cc2nc(SCC(=O)Nc3ccc(OC)cc3OC)n(Cc3ccc(OC)cc3)c(=O)c2n1	2%	-34%[inhibitor]	22%	6%	-11%	6	0%	-32	-3	4
9	CCOC(=O)N1CCC(NC(=O)c2ccc3c(c2)N(Cc2ccccc2)CCS3)CC1	-6%	4%	-3%	14%	15µM*	9	-22%	-5	11	-24
10	Cc1ccc(C)c(NC(=O)CN2C(=O)NC(C)(c3ccc4c(c3)OCCO4)C2=O)c1 (configuration not stated)	-1%	0%	-21%	-4%	u	16	-1%	-11	1	0
11	Cc1nc2ccc(S(=O)(=O)c3ccc4nc(C)[nH]c4c3)cc2[nH]1	4%	0%	-9%	-8%	-4%	3	0%	-15	1	17
12	CCN(CC(=O)NC1CCS(=O)(=O)C1)S(=O)(=O)c1ccc(Br)cc1 (configuration not stated)	8%	x	0%	-12%[46.1 µM]	11%	x	0%	12	2	-2
13	Cc1ccc(-c2noc(CN(C(=O)c3cccs3)C(C)C)n2)cc1	6%	6%	-16%	0%	0%	6	1%	-6	-5	-14
14	O=C(NCCc1ccccc1)c1ccc(CS(=O)(=O)c2ccc(Cl)cc2)o1	4%	3%	-20%	2%	u	u	0%	-12	17	3
15	COC(=O)c1ccc(/C=C/C(=O)c2ccc(OC)cc2)cc1	12%	0%	-6%	7%	u	0	-1%	-16	-7	-28
16	COc1ccc(C(=O)NC(=S)Nc2ccc(CN3CCOCC3)cc2)cc1Cl	2%	-7%	4%	-22%	u	4	-2%	-20	-5	-5
17	O=C(Nc1ccc2oc(-c3ccccc3)nc2c1)c1ccncc1	17%	8%	8%	-8%	u	u	3%	-4	8	-12
18	CCOC(=O)N1CCN(c2ncnc3c2cnn3-c2ccc(OC)cc2)CC1	-2%	-2%	2%	-4%	3%	10	-5%	-2	6	15
19	CCCNC(=O)Nc1cc(OC)c(OC)cc1Cc1nccc2cc(OC)c(OC)cc12	-4%	-6%	-10%	-3%	u	-1	0%	-6	-1	6
20	Cc1ccc(CNC(=O)CN2C(=O)NC(C)(c3ccccc3Cl)C2=O)cc1 (configuration not stated)	12%	-9%	-4%	-1%	4%	-2	1%	-21	-13	26
21	NC(=O)c1ccc(OCC(F)(F)C(F)(F)C(F)(F)C(F)(F)C(F)(F)C(F)F)cc1	0%	7%	-2%	-7%	7%	24	1%	6	-10	-9
22	O=C(CN1CCN(C(=O)c2ccccc2)CC1)Nc1cccc(S(=O)(=O)N2CCCC2)c1	-2%	-3%	-6%	2%	2%	-2	1%	2	2	-2
23	CCC(C)NC(=O)C1CCN(S(=O)(=O)c2ccc(Br)s2)CC1 (configuration not stated)	1%	10%	-1%	2%	u	15	-1%	1	-2	6
24	O=C(NCc1ccco1)C1CCC(CNS(=O)(=O)c2cccc3cccnc23)CC1 (configuration not stated)	0%	-1%	-1%	-6%	-7%	u	-2%	19	16	0
25	COc1ccc(OCCn2cc(/C=N/NC(=O)c3ccncc3)c3ccccc32)cc1	2%	10%	-3%	7%[46.1 µM]	u	11	-5%	0	2	1
26	O=C(NCCc1ccc2c(c1)OCCO2)c1cccc(F)c1	2%	2%	6%	-2%[46.1 µM]	30%	u	0%	3	4	-1
27	NS(=O)(=O)c1ccc(NC(=O)CSc2ncn[nH]2)cc1	0%	0%	-3%	x	16%	-10	8%	9	-4	-1
28	CC(=S)/C=C1\Sc2ccccc2N1C	-5%	-3%	15%	-3%	u	0	1%	-2	-27	1
29	COc1ccc(N2CCN(C(=O)C3COc4ccccc4O3)CC2)cc1 (configuration not stated)	-4%	3%	-3%	-2%	0%	8	3%	-7	0	1
30	Fc1cccc(Cl)c1CNCc1ccccc1Cl	14%	2%	2%	0%	4%	1	3%	-2	4	-7

Gathered by group, those above containing an aryl thioether with sulfur outside any ring
#	structure	AT treatment	Mito fusion act	Eya2 inh	TCR act	ELG1 DNA repair	TRPV1 agonist	USP2a inh	KCNH2 3.1 block	KCNH2 WT inh	TSHR antagonist
8	CCn1cc2nc(SCC(=O)Nc3ccc(OC)cc3OC)n(Cc3ccc(OC)cc3)c(=O)c2n1	2%	-34%[inhibitor]	22%	6%	-11%	6	0%	-32	-3	4
27	NS(=O)(=O)c1ccc(NC(=O)CSc2ncn[nH]2)cc1	0%	0%	-3%	x	16%	-10	8%	9	-4	-1

The results go on:
#	structure	AT treatment	Mito fusion act	Eya2 inh	TCR act	ELG1 DNA repair	TRPV1 agonist	USP2a inh	KCNH2 3.1 block	KCNH2 WT inh	TSHR antagonist
31	O=C(Nc1ccccc1-c1nc2ccccc2[nH]1)c1sc2ccccc2c1Cl	2%	0%	-3%	0%[46.1 µM]	-11%	29	0%	x	x	-1
32	CCc1c(C)c(C#N)c2[nH]c3ccccc3n2c1=S	-7%	26%	0%	3%	u	3	0%	-1	-7	-12
33	CCc1nnc(SCC(=O)Nc2ccccc2Cl)nc1CC	5%	-3%	1%	-8%	0%	3	10%	3	-10	-7
34	O=C(CN1CCOCC1)N1N=C(c2cccs2)CC1c1cccs1 (configuration not stated)	3%	1%	15%	-9%	11%	3	3%	-11	0	-13
35	CCSc1nnc(-c2ccc(S(=O)(=O)N3CCOCC3)cc2)n1CC1CCCO1 (configuration not stated)	-2%	2%	5%	3%	15%	-2	1%	-9	18	-12
36	COc1ccc(O)c(C(=O)c2cc(C(=O)NCCc3ccccc3)c(=O)n(CCc3ccccc3)c2)c1	-3%	2%	2%	5%[46.1 µM]	u	6	-13%	-31	-1	9
37	O=C(CO/N=C/c1c(Cl)cccc1Cl)NNC(=O)c1cccc(Cl)c1	0%	-3%	8%	7%	-3%	3	7%	3	-5	-1
38	O=C(CCCC(=O)N(c1cccc(F)c1)C(C(=O)NC1CCCC1)c1ccc(O)cc1)Nc1ccccn1 (configuration not stated)	-4%	-7%	3%	-4%	0%	2	-1%	-2	-11	0
39	CC(Sc1nc2c(c(=O)[nH]1)CCCC2)C(=O)Nc1ccc(Br)cn1 (configuration not stated)	-4%	-10%	4%	7%	3%	-3	0%	0	17	6
40	CCc1nc2ccccc2[nH]c1=O	-4%	2%	7%	1%	u	-1	1%	1	-4	1
41	O=C(O)CCCc1nc(-c2ccc(Cl)cc2)no1	x	9%	-15%	-4%	4%	-1	-1%	9	-3	-9
42	CC(=O)NCc1nc2ccccc2n1Cc1ccccc1F	-7%	2%	-21%	-3%	-5%	4	-2%	1	-5	2

A portion of the results above, for reference:
#	structure	AT treatment	Mito fusion act	Eya2 inh	TCR act	ELG1 DNA repair	TRPV1 agonist	USP2a inh	KCNH2 3.1 block	KCNH2 WT inh	TSHR antagonist
31	O=C(Nc1ccccc1-c1nc2ccccc2[nH]1)c1sc2ccccc2c1Cl	2%	0%	-3%	0%[46.1 µM]	-11%	29	0%	x	x	-1
32	CCc1c(C)c(C#N)c2[nH]c3ccccc3n2c1=S	-7%	26%	0%	3%	u	3	0%	-1	-7	-12
